Assay outcomes: PubChem, several laboratories
L929 necroptosis: blocks zVAD induced death of L929 cells; L929 zVAD necroptosis rescue, ATP luminescence, 24 h; with zVAD 60 µM; viability rescue, % at 10 µM; 220,000 tested, 0.38% active; AID 1377;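 active = activation, scaled between plate controls, above about 75%, limit read from the data; inactive = activation under that limit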;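 also: 0% = zVAD with DMSO and 100% = DMSO alone without zVAD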
Cl transport mod: modulates chloride dependent transport by human KCC2; B-score of Tl+ flux slope (higher = more flux/activation; lower = inhibition) at 10 µM; AID 1456; 190,000 tested, 2.2% active; KCC2 cells, thallium flux FluoZin-2 fluorescence;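 active = thallium flux slope and its plate-corrected score both differing from the plate sample mean at a set confidence after two filtering rounds, in either direction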;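 also: slope of fluorescence scaled to starting intensity during 10 to 20 s after thallium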
Target sequence (Q9H2X9 whole entry, looked up): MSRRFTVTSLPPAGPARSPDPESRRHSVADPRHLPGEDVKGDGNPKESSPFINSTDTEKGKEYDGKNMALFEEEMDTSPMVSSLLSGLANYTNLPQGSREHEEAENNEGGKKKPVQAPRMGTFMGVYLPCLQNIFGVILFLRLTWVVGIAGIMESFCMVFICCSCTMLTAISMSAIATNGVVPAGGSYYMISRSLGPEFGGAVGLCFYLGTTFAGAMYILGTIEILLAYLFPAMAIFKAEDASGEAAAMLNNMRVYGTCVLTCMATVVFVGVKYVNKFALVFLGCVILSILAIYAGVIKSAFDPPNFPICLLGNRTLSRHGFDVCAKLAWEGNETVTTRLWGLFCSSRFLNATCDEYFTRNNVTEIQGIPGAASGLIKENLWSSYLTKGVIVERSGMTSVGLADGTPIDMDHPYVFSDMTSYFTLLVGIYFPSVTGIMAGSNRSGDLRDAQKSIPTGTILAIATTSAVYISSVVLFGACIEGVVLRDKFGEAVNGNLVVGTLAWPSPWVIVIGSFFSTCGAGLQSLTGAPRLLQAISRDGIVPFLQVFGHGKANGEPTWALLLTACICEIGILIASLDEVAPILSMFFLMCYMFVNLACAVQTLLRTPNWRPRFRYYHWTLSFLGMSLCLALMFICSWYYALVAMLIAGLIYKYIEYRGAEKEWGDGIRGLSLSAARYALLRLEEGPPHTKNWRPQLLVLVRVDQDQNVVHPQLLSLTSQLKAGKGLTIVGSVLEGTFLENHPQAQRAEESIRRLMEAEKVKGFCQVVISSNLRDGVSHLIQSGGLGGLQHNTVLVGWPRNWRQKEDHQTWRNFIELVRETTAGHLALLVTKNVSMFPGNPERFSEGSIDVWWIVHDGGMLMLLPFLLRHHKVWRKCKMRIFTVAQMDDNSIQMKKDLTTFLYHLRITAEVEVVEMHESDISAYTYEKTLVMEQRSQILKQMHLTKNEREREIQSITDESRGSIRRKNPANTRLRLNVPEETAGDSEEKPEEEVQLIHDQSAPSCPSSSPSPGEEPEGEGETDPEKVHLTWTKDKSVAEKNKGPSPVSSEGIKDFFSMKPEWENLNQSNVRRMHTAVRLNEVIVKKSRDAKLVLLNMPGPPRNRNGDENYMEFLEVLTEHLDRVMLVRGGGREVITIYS
PERK inhibitor: blocks human PERK kinase | Q9NZJ5 | CHO PERK-DD fusion, SEAP luminescence translation reporter | inhibition, % at 5.6 µM | 220,000 tested, 0.17% active;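 active = inhibition above the mean inhibition of all tested compounds plus 3 SD, set separately per screening campaign, cut at about 2.9% in these data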;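 also: PERK kinase domain activated by AP20187 dimerizer at 100 nM; 0% = DMSO with dimerizer and 100% = rapamycin at 8.4 µM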
Rad51 HR inh: blocks human Rad51 in homologous recombination; 200,000 tested, 0.085% active; Q06609; AID 1385; inhibition, % at 10 µM; hRad51 DNA strand exchange, fluorescence dequenching;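 active = inhibition above 40% at the single screening dose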;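 also: 0% = DMSO control wells and 100% = blanks with heterologous ssDNA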
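Material: human Rad51–ssDNA filaments; Probe or stimulus: labelled 47-mer dsDNA for strand exchange; Doses: single 10 µM dose; Incubation: 37 °C 15-min filament assembly, 30-min compound preincubation, 15-min exchange; Technique: FRET fluorescence dequenching, excitation 485 nm, emission 520 nm; Measure: Fluorescence-based percent inhibition, control- and blank-normalised; Benchmarks: plate control and blank wells.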
Calpain2 inh: blocks pig calpain II enzyme activity | 220,000 tested, 0.37% active | inhibition, % at 16 µM | purified calpain II, fluorogenic peptide substrate, 30 min;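 active = inhibition above about 50%, limit read from the data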
eIF4E 4G PPI: eIF4E/eIF4G interaction inhibition in translation initiation | P63073+Q04637 | 220,000 tested, 0.37% active | TR-FRET eIF4E-eIF4GI(517-606) binding, 2 h | inhibition, % at 21.7 µM;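 active = inhibition above about 30%, limit read from the data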;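 also: 0% = full FRET control wells and 100% = background wells lacking eIF4GI fragment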
EBV gp42 block: inhibitors of Epstein-Barr virus glycoprotein 42; Q1HVG2; Fluorescence polarization binding assay, mP read-out; inhibition, % (tested at 21.74 µM); 220,000 tested, 0.42% active; AID 1085; in the data active = inhibition above about 50%
TNF necrop inh: inhibitors of TNF-alpha induced necroptosis in Jurkat FADD-/- cells; Jurkat FADD-/- TNF necroptosis rescue, ATP luminescence, 24 h; 0 = TNF only, 100 = no-TNF cells; activation (protection from cell death), % at 10 µM; 220,000 tested, 0.068% active; AID 463075;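 active = activation, meaning protection from cell death, of at least 50% relative to plate controls; inactive = activation below 50%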;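 also: necroptosis triggered by 40 ng/mL TNF-alpha added together with compound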
Mdm2 ligase inh: Mdm2 E3 ligase (human) inhibition; Q00987; cell-based MDM2 ubiquitination luciferase reporter, 2 h; 0 = plate control, 100 = twice control, blank-subtracted; signal enhancement, % at 5 µM; 210,000 tested, 0.11% active; AID 1230;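 active = signal enhancement of 30% or more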;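 also: luminescence tracks abundance of the self-degrading MDM2-luciferase fusion protein; higher signal means inhibition of MDM2 E3 ligase activity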
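Test system: mammalian cells stably expressing self-ubiquitinating, self-degrading MDM2 E3–luciferase fusion; Amount: 2000 cells in each well; Medium: DMEM; Schedule: 4 h settle plus 2 h compound, 37 °C; Technique: SteadyLite luciferase luminescence after 15 min room-temperature reagent incubation; Benchmarks: plate control and blank wells.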
Numbers without * were called inactive; i = inactive; . = not tested or not shown; [ ] = another dose, or the depositor's remark. The order is random; about 3.6% have a hit in one of these screens.

SMILES	L929 necroptosis	Cl transport mod	PERK inhibitor	Rad51 HR inh	Calpain2 inh	eIF4E 4G PPI	EBV gp42 block	TNF necrop inh	Mdm2 ligase inh
COc1cc(Br)cc(/C=N/NC(=O)Cc2ccc(C(F)(F)F)cc2[N+](=O)[O-])c1O	18	-0.33	0.7	25	-3	-1[fluorescence artefact?]	-17	-10.0	-18
COc1ccc(N2C(S)=C(C#N)C(=O)NC2c2ccc(OC)c(OC)c2)cc1 (stereo unspecified)	14	-0.57	1.8	1	-53	0	-12	-0.5	1
O=C(CCC(=O)c1cccs1)NCc1ccc(Cl)cc1	0.8	-1.3	1.0	-2	-14	-12[fluorescence artefact?]	-3	0.8	-19
COc1cc2nc(/C=C/c3cc(OC)c(OC)c(OC)c3)sc2cc1SC	0.2	-1.1	-0.5	-23	-257	-5	-24	1.7	0
O=C(Nc1cccc(NC(=O)C2CC3CCCC(C2)C3=O)n1)C1CC2CCCC(C1)C2=O (stereo unspecified)	-0.2	0.65	-1.5	11	-23	-2	-19	-1.3	-9
CCN(c1ccccc1)S(=O)(=O)c1ccc(C(C(=O)OC)C(=O)OC)c([N+](=O)[O-])c1	0.7	0.013	-0.7	-5	4	1	7	0.7	1
CSC1=N/C(=C/c2cccnc2)C(=O)N1Cc1ccc(Cl)cc1	1.5	-1.9	0.0	0	-15	0	-1	-1.5	-14
O=C(NC(C(=O)c1ccccc1)n1cnccc1=O)c1ccccc1 (stereo unspecified)	2.0	.	0.5	7	-21	-4	-16	0.7	14
CCn1c(N)c(C(N)=O)sc1=S	-0.1	-0.38	0.3	3	-46	-6[fluorescence artefact?]	2	-1.8	3
Cc1cc(C(=O)CSc2nnnn2-c2ccc(O)cc2)c(C)n1Cc1ccc2c(c1)OCO2	2.7	-0.99	0.0	-6	-102	-9	-17	-3.2	-3
C=CCc1ccccc1OCC(O)CNC (stereo unspecified)	0.5	1.4	0.0	-2	26	-3	4	-1.7	-18
CCCCN(C)C(=O)c1cc2cc3cc(OC)ccc3nc2o1	12	-1.7	-0.7	1	i	4	-4	1.4	4
O=C1CSC(c2ccccc2)N1CC(O)c1ccc([N+](=O)[O-])cc1 (stereo unspecified)	2.1	0.87	-0.3	9	3	-1	8	2.5	3
Cc1ccc(NC(=O)c2c([N+](=O)[O-])c(C(C)(C)C)nn2C)cc1	0.2	-3	0.9	16	28	3[fluorescence artefact?]	0	0.4	-11
O=C(Cn1cnc2ccccc21)NCc1ccccc1	-0.8	0.55	0.5	1	-4	0	-4	-0.6	-23
CC1(OC(=O)c2ccc(Cl)nc2)C(=O)C=C2C=C3CCCN3C=C2C1=O (stereo unspecified)	-0.2	0.21	.	7	-9	9	13	0.3	16
COc1cccc(-c2cc(C(=O)NCCCn3ccnc3)c3ccccc3n2)c1	-0.8	1.2	-1.2	11	16	-31	3	1.1	-7
CCC(C)NC(=O)C1CCCN(C(=O)NC2CCCCC2)C1 (stereo unspecified)	0.9	0.52	0.3	-3	-13	2	-2	-0.6	-8
COc1cc(C(=O)OC2CC3CCC2(C)C3(C)C)ccc1OC(C)=O (stereo unspecified)	0.5	0.66	1.3	0	48	2	-12	0.5	-5
Cc1cc(N(C)Cc2ccccc2)nc(-c2ccccc2)n1	-0.8	-3.5	-1.5	4	7	4[fluorescence artefact?]	-8	-1.4	-9
COCCNC(=O)c1nn2cccnc2c1Cl	-0.2	.	0.0	-3	-24	-4	-17	0.8	-15
Cn1c(=O)[nH]c(=O)c2c1nc(SCCN1CCOCC1)n2Cc1ccccc1	-1.1	0.18	-0.3	2	-20	-8	-14	-0.1	-1
CCOC(=O)C(NC(=O)CC)(Nc1ccc(S(=O)(=O)Nc2ncccn2)cc1)C(F)(F)F (stereo unspecified)	0.1	-0.72	-0.2	-4	-11	1[fluorescence artefact?]	-12	0.3	.
CC(NC(=O)c1cccs1)C(=O)NC1=NCCS1 (stereo unspecified)	0.8	.	1.6	1	-16	-5	-3	-1.0	9
CCC(C)(C)NC(=O)C(c1ccc(OC)cc1)N(Cc1cccs1)C(=O)CCC(=O)Nc1cc(C)on1 (stereo unspecified)	-0.5	-0.11	-1.5	1	-19	4	-6	1.0	-3
Cc1ccc(C)c(OCC(=O)O/N=C(\N)c2cccc([N+](=O)[O-])c2)c1	-0.7	0.45	-1.0	-3	17	-2	5	-0.1	-8
Cc1cc(=O)oc(C)c1C(=O)NCc1ccccn1	0.0	-0.78	-0.6	-5	14	2[fluorescence artefact?]	-12	-3.2	-1
COc1ccc(-c2nnc(SCC(=O)N3c4ccccc4Sc4ccccc43)o2)cc1	0.1	-0.022	0.2	-2	-14	7	-5	-2.1	-1
CCN1C(=O)c2cccc3c(S(=O)(=O)Nc4nc(C)cs4)ccc1c23	0.1	-0.8	0.6	.	-30	3	4	-6.5	-2
CCn1c(=O)n(CC(=O)N2CCN(c3ccccc3F)CC2)c(=O)c2ccccc21	1.1	.	-1.3	4	-26	8[fluorescence artefact?]	-12	-0.8	-20

Whole records as entered above. Values in the order: L929 necroptosis, Cl transport mod, PERK inhibitor, Rad51 HR inh, Calpain2 inh, eIF4E 4G PPI, EBV gp42 block, TNF necrop inh, Mdm2 ligase inh
Entry for CCC(C)(C)NC(=O)C(c1ccc(OC)cc1)N(Cc1cccs1)C(=O)CCC(=O)Nc1cc(C)on1 (stereo unspecified) : -0.5, -0.11, -1.5, 1, -19, 4, -6, 1.0, -3
Entry for Cc1ccc(C)c(OCC(=O)O/N=C(\N)c2cccc([N+](=O)[O-])c2)c1 : -0.7, 0.45, -1.0, -3, 17, -2, 5, -0.1, -8
Entry for COc1ccc(-c2nnc(SCC(=O)N3c4ccccc4Sc4ccccc43)o2)cc1 : 0.1, -0.022, 0.2, -2, -14, 7, -5, -2.1, -1
Entry for Cc1cc(=O)oc(C)c1C(=O)NCc1ccccn1 : 0.0, -0.78, -0.6, -5, 14, 2[fluorescence artefact?], -12, -3.2, -1

(next part)
SMILES	L929 necroptosis	Cl transport mod	PERK inhibitor	Rad51 HR inh	Calpain2 inh	eIF4E 4G PPI	EBV gp42 block	TNF necrop inh	Mdm2 ligase inh
c1cncc(-c2nnc(C3CCCCC3)o2)c1	0.0	0.11	1.7	3	-7	-10	-11	-2.5	-2
CCOC(=O)c1c(NC(=O)c2c(Br)cnn2CC)sc(C)c1C	0.6	-0.62	0.5	-5	-153	2	-11	-0.7	.
COc1ccc(-c2[nH]ncc2CN2CCC(N3CCSCC3)CC2)cc1F	0.6	0.058	0.0	-8	-35	0	-15	1.2	-38
CCCCc1nnc2c(N(C)S(=O)(=O)c3ccc(C)cc3)nc3ccccc3n12	0.0	0.12	-1.4	.	-19	3	-1	1.4	2
CN(C)N1C(N)=C(C#N)C(c2cccs2)C2=C1CC(C)(C)CC2=O (stereo unspecified)	-0.1	-0.19	-0.1	7	-3	-3	-4	-0.1	1
COC(=O)c1cc(OC)cc(O)c1C(=O)c1c(O)cc(C)cc1O	0.1	-0.41	.	5	6	-22	3	-0.8	-7
Fc1ccc(N2CN(Cc3cccnc3)CNC2=S)cc1	1.0	0.58	0.5	15	13	-2	-5	-0.1	-5
CNc1sc(C(=O)c2cccs2)c(N)c1-c1nc2ccccc2s1	2.6	0.12	0.1	-5	-33	1[fluorescence artefact?]	-18	1.0	9
CCOc1ccc(NC(=S)NNC(=O)c2ccc(Br)cc2)cc1	0.5	24*	0.7	5	48	0	-17	-0.3	-3
FC(F)(F)c1nnc2ccc(-n3ccnc3)nn12	0.5	0.048	0.1	-6	4	1	-8	-0.5	-15
CCOC(=O)C1CCN(C/C=C/c2ccccc2OC)CC1	-0.3	2.3	0.1	-8	-17	3[fluorescence artefact?]	-23	0.7	1
O=C(NN1C(=O)C2C3c4ccccc4C(c4ccccc43)C2C1=O)c1ccccc1 (stereo unspecified)	-0.5	0.56	0.1	1	38	2	-12	1.0	-10
Cc1ccc(C(=O)Nc2nc(C)c(C)s2)o1	-0.5	.	-0.7	8	-14	-8	-13	-2.7	-13
CCOC(=O)CC(NS(=O)(=O)c1ccc(OC)c(OC)c1)c1cccc([N+](=O)[O-])c1 (stereo unspecified)	0.2	-0.36	-0.2	3	-11	2	-9	0.8	1
CCN1CCCc2cc(CN(CCN3CCOCC3)C(=S)Nc3ccc(OC)c(OC)c3)ccc21	1.6	-0.88	0.2	18	-60	-2	4	0.8	-8
O=C(CCn1c(=O)sc2ccccc21)NCc1cccs1	0.2	0.23	0.9	-11	4	-3	-32	1.3	.
Cc1cc(C(=O)Nc2cnc3ccccc3c2)ccc1[N+](=O)[O-]	1.3	0.44	-0.2	5	30	-3	2	2.0	-10
CCCCNC(=O)c1onc(CSc2cccc3ccccc23)c1C(=O)O	-0.2	-4.8*	1.8	-2	-113	-1	-25	-1.6	-12
COc1ccc(Nc2ncnc3sc(-c4ccccc4)cc23)cc1	1.0	0.96	-0.2	-2	-56	5	-7	-5.3	-9
Cc1cc(NC(=O)CSc2nc(C(C)C)nc3sc(C)c(C)c23)no1	0.5	9.3*	-0.1	-4	-14	3	2	-4.0	-4
CCN(CC)C(=O)C1CC(=O)OC1(C)C (stereo unspecified)	0.6	0.17	-0.2	-4	-7	0	-14	1.9	7
COc1cc(CNC(C)(C)CO)ccc1OCC(=O)Nc1ccc(Br)cc1	84*	0.014	-0.1	10	10	6[fluorescence artefact?]	13	2.0	-6
O=C(c1ccc(NC2=NC3CS(=O)(=O)CC3S2)cc1)N1CCN(C(=O)c2ccco2)CC1 (stereo unspecified)	.	0.91	0.5	3	-13	2	-4	0.1	.
CCOc1ccc(-n2c(=O)c3sccc3n(CC(=O)NCCc3ccc(OC)c(OC)c3)c2=O)cc1	-0.1	-0.37	-0.3	3	-23	1	-35	0.5	-3
CCCCS(=O)(=O)CC(COc1ccccc1)OC(=O)c1ccccc1 (stereo unspecified)	0.0	-0.042	0.1	-3	4	9	-9	29	-3
O=C(NCCCn1ccnc1)C(Cc1ccccc1)N1C(=O)c2ccccc2C1=O (stereo unspecified)	0.0	0.027	0.4	0	-9	-5	-18	-0.4	-7
CCOc1cc(N2CCOCC2)c(OCC)cc1NC(=O)CN1CCC(Cc2ccccc2)CC1	2.5	-0.11	0.7	.	-6	0	5	3.3	.
COC(=O)C1(S(=O)(=O)c2cc(Br)cc3c2N(C(C)=O)CC3)CC1	0.5	.	0.5	-9	-16	-2[fluorescence artefact?]	-17	0.1	-23
CC1(C)CC(=O)C(C2=NC3(CCCCC3)Cc3ccccc32)=C(O)C1	-2.4	-0.63	-0.3	-1	33	0	-10	0.2	-2
Cc1c(N2C(=O)c3ccc(Br)cc3C2=O)c(=O)n(-c2ccccc2)n1C	1.3	0.32	2.1	-4	-25	2[fluorescence artefact?]	-18	-1.0	-8
Cc1cc(C)nc(-n2nc(C)cc2NC(=O)c2ccc(F)cc2F)n1	0.1	-0.073	0.9	1	-17	-3	-11	-1.0	1
Cc1ccc(N2C(=O)CC(N3CCN(C4CCc5ccccc5C4)CC3)C2=O)cc1 (stereo unspecified)	0.1	0.18	-0.2	-2	7	2	5	-4.0	-28
